# Screening data as filed in PubChem.
# BaF3 parental – parental Ba/F3 viability inhibition as JAK2V617F counter-screen. CellTiter-Glo ATP luminescence. inhibition, % at 5.6 µM. 1.1% of 220,000 active. AID 1486;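 active means inhibition above a per-campaign cutoff, the mean inhibition of all tested compounds plus 3 SD, cut at about 27% in these data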;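 further: 0% = DMSO wells and 100% = JAK Inhibitor I control wells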
# NPY Y1 blocker – antagonists of human neuropeptide Y receptor Y1; AID 1040; 1% of 200,000 active; P25929; HEK293-CNG Y1 cells, membrane potential fluorescence; NPY at EC95, then isoproterenol; inhibition, % at 3.6 µM;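 active means inhibition above the campaign mean inhibition of all tested compounds plus 3 SD, cut at about 20% in these data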;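 further: 0% = DMSO wells given NPY plus isoproterenol and 100% = isoproterenol alone without NPY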
#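 Material: HEK293 cells with Y1 receptor plus CNG channel; times: compound incubation 1 h at room temperature, readout 45 min post-stimulation; signal: fluorescence, membrane potential probe; read-out basis: fluorescence ratio normalized to % inhibition between controls; benchmarks: full-block control isoproterenol-only wells, zero-block control NPY plus isoproterenol wells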
# p47phox inh – blocks human p47phox regulatory protein of NADPH oxidases; 0.53% of 220,000 active; P14598; inhibition, % at 24.7 µM; p47phox/p22phox peptide binding, fluorescence polarization, 2 h;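 active means inhibition above about 30%, limit read from the data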;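 further: 0% = p47phox with labelled peptide and 100% = labelled peptide alone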
# Target sequence (P14598 whole entry, looked up): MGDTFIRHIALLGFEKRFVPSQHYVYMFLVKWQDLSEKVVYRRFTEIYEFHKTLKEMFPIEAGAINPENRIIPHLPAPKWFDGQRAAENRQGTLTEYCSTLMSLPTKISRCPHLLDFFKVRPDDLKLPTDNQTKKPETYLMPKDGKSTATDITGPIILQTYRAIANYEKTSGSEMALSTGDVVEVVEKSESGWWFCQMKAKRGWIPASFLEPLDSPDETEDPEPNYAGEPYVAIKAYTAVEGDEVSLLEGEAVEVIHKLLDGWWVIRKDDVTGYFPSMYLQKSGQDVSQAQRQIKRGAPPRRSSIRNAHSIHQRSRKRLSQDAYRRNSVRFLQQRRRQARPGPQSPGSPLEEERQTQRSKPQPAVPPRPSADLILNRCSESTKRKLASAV
# S1P4 agonist – human S1P4 receptor agonism | activation, % at 4.98 µM | O95977 | 0.35% of 220,000 active | S1P4-expressing cell line, agonist reporter assay; in the data active means activation above about 11%;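 further: 0% = DMSO vehicle and 100% = reference agonist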
# Ba/F3 V617F tox – reduce viability of Ba/F3 cells dependent on JAK2V617F; Ba/F3 EpoR-JAK2V617F viability, ATP luminescence; inhibition, % at 5.6 µM; 1.1% of 220,000 active; AID 1446;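 active means inhibition above the campaign mean plus 3 SD over all tested compounds, cut at about 24% in these data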;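 further: cytokine-independent growth of Ba/F3 cells driven by EpoR plus mutant JAK2; 0% = DMSO-treated cells and 100% = JAK inhibitor I control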
# NPY1 pot ag – potentiators or agonists of human neuropeptide Y receptor Y1; NPY-Y1 expressing cells, potentiator/agonist activation; activation, % at 3.6 µM; P25929; 0.37% of 220,000 active; in the data active means activation above about 33%, passing the limit was not always enough;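 further: cells stimulated with NPY at EC10 then isoproterenol at EC100; 0% = low agonist plus stimulus and 100% = saturating agonist plus stimulus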
# NPY2 pot ag – potentiates or activates human NPY-Y2 receptor. cells expressing NPY-Y2, potentiator/agonist read-out. activation, % at 3.6 µM. 0.45% of 220,000 active. AID 1359; in the data active means activation above about 27%;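 further: cells stimulated with NPY near EC25 plus isoproterenol at EC100; 0% = vehicle plus submaximal agonist and 100% = vehicle plus saturating agonist; some results beyond the cut were filed as inactive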
# Target sequence (P49146 whole entry, looked up): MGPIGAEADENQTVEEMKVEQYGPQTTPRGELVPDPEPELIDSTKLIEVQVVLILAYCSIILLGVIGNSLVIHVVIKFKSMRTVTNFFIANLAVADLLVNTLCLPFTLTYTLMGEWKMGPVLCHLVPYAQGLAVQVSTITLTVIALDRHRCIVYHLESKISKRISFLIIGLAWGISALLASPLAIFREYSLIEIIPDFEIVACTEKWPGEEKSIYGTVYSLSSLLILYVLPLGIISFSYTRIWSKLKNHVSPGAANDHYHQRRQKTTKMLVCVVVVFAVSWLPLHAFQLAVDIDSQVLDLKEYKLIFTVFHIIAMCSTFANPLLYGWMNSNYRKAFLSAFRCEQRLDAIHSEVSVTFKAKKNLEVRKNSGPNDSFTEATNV
# S1P4 antag – blocks the human S1P4 receptor; O95977; S1P4-expressing cells, antagonist mode, reporter read-out; inhibition, % at 4.98 µM; 0.26% of 220,000 active; in the data active means inhibition above about 29%;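 further: 0% = wells stimulated with agonist and 100% = vehicle wells without agonist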
# CHOP inh – CHOP inhibition in unfolded protein response; CHO-K1 CHOP-promoter luciferase, tunicamycin-induced, 15-18 h; inhibition, % at 10 µM; 3.8% of 220,000 active;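 active means compounds that reduced the stress-induced luciferase reporter signal by more than about 70% of percent inhibition, limit read from the data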;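 further: 0% = tunicamycin plus vehicle and 100% = wells without tunicamycin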
# * = called active by the depositor; / = not tested or not shown.
nr	Compound	BaF3 parental	NPY Y1 blocker	p47phox inh	S1P4 agonist	Ba/F3 V617F tox	NPY1 pot ag	NPY2 pot ag	S1P4 antag	CHOP inh
1	O=C1OCCN1CC(=O)N1CCc2c([nH]c3ccccc23)C1c1ccccn1 (centres undefined)	4	-2	8	0.8	2	9	1	-2	-10
2	c1csc(CNc2ncnc3nc[nH]c23)c1	3	0	4	2.2	-4	8	-7	-3	23
3	Cc1ccc(-n2c(-c3ccccc3)cc(=O)nc2C)cc1	1	-9	-1	-0.1	-2	-1	17	-8	-25
4	Cc1cccc2c1-c1sc(C(=O)NCCCN3CCc4ccccc4C3)cc1CO2	-1	/	-11	-0.7	-1	-3	-23	-13	36
5	CC(C)c1nc(C(=O)N2CCc3c([nH]c4ccccc34)C2c2ccccn2)cs1 (centres undefined)	0	2	1	1.3	2	11	12	9	14
6	CCO[C@@H]1OC(C(=O)N2CCN(Cc3ccc4c(c3)OCO4)CC2)=C[C@H](C2CC2)[C@H]1CCCO	1	-6	/	0.6	8	-5	-26	-14	0
7	CCOC(=O)C1=C(c2ccccc2)N=C2SCC(=O)N2C1c1cccc(OC)c1 (centres undefined)	3	6	-10	-0.8	1	9	-2	8	15
8	Fc1ccc(-c2ccnc3nc(N4CCOCC4)nn23)cc1	4	5	-15	0.1	-2	-5	4	1	30
9	CC(C)(C)N(NC(=O)c1ccccc1)C(=O)c1ccc(C(=O)N(NC(=O)c2ccccc2)C(C)(C)C)cc1	4	4	-27	1.4	1	-7	8	-24	11
10	Cn1c(=O)c2c(nc(Sc3ncccn3)n2Cc2ccc(Cl)cc2)n(C)c1=O	1	-1	-3	0.5	-2	13	15	-3	-1
11	O=c1[nH]c(SCc2ccccc2Cl)nc2c1CCCC2	2	11	1	1.3	-1	-4	7	-14	62
12	Cc1nc(N2CCN(C)CC2)c2c(C)c(C(=O)Nc3ccc(F)cc3)sc2n1	9	-2	3	-0.9	3	-42	-18	7	35
13	CCc1cccc(NC(=O)Cn2c3[n+](c4ccc(C(F)(F)F)cc42)CCCCC3)c1	12	2	1	-1.7	6	-27	-15	-1	32
14	O=C(Nc1cccc(NC(=O)N2CCN(c3ccccc3)CC2)c1)N1CCN(c2ccccc2)CC1	7	-4	-17	1.3	2	13	13	-4	67
15	CCc1ccc(-c2cc(C(F)(F)F)n3nc(C(=O)Nc4c(C)nn(Cc5ccc(F)cc5)c4C)cc3n2)s1	4	2	-22	-2.3	3	-2	-12	-1	44
16	COCC(=O)n1nc(-c2ccc(Cl)cc2)nc1NCc1ccc(F)cc1	8	-5	0	0.4	-1	14	13	-12	33
17	CC(Sc1nc2ccccc2s1)C(=O)NC1CCCc2ccccc21 (centres undefined)	6	11	-1	3.1	3	-43	-2	4	37
18	Cc1cc(C)c2c(=O)[nH]c(SCC(=O)N3CCOCC3)nc2n1	1	-3	-1	-1.4	-2	11	7	-8	27
19	COc1ccc(CCNC(=O)c2cc(-c3ccc(C)cc3O)n[nH]2)cc1OC	5	4	-8	-0.3	1	-16	-2	-4	8
20	CN(CC(=O)N1CCCCCC1)S(=O)(=O)c1cccc2cccnc12	7	-2	-8	-1.6	-3	3	-1	-19	16
21	COc1ccc(OC)c(NC(=O)CSc2nnc(CCCO)n2-c2ccccc2)c1	2	7	2	-0.8	-3	-19	3	-13	-51
22	COc1ccc(C2=NOC3(CC(=O)N(c4ccc(F)cc4)C3=O)C2)c(OC)c1 (centres undefined)	4	3	-20	1.1	1	-26	-25	12	6
23	Cc1ccc(S(=O)(=O)NCc2cn3ccsc3n2)c(C)c1	3	-1	-4	0.6	2	8	3	10	21
24	CCCN(CCC)CCCNS(=O)(=O)c1cc(Br)cc2c1N(C(C)=O)CC2	4	7	2	1.0	0	9	26	-11	-24
25	Fc1ccc(C2c3cccn3CCN2C(=S)Nc2cccc(F)c2)cc1 (centres undefined)	16	-3	-14	1.7	3	24	16	-15	56
26	CCCSC1=C(C#N)C(c2ccccc2C)CC(=O)N1 (centres undefined)	0	4	-6	0.7	-3	4	-9	-12	19
27	COc1ccccc1-n1c(=S)[nH]c2c(sc(=S)n2-c2ccccc2)c1=O	5	9	0	0.8	-1	5	-1	6	5
28	COc1ccc(S(=O)(=O)NC(C)(C)C)cc1-c1nnc2c3ccccc3c(C)nn12	0	30*	-3	-0.7	-4	-46	-28	7	41
29	CCCCc1c(O)nc(SCC(=O)NCC2CCCO2)[nH]c1=O (centres undefined)	11	-2	-9	-1.6	0	-14	-4	-12	25
30	O=C(CCc1nc2ccccc2c(=O)[nH]1)OCc1ccc(-c2ccccc2)cc1	4	1	-6	-0.8	-2	14	-6	-9	63
31	c1ccc2c(Nc3nc(-c4ccncc4)nc4ccccc34)cccc2c1	0	/	5	0.5	-3	3	-1	18	37
32	CC(C)CC(=O)c1c[nH]c(C(=O)O)c1	0	2	-1	-0.8	0	-5	4	-11	2
33	CCc1nccn1S(=O)(=O)c1cc(Br)ccc1OC	2	0	-1	1.2	1	-10	6	-12	22
34	CCc1ccc(C(=O)COC(=O)CNC(=O)c2ccc(N3C(=O)c4ccccc4C3=O)cc2)cc1	0	-1	6	1.0	-4	10	2	-6	-8
35	Cc1[nH]c2ccccc2c1CCNC(=O)CCC(=O)c1ccccc1	9	3	3	-0.9	1	8	-10	-5	-1
36	CCOC(=O)c1c(C)[nH]c(C)c1C(=O)COC(=O)c1cccc(S(=O)(=O)NC)c1	7	3	3	0.9	-2	15	22	-8	-16
37	CCc1nnc(SCC(=O)Nc2ccccc2)nc1CC	-2	4	-6	2.3	-2	-23	3	-29	-15
38	CCOc1ccccc1NC(=O)C(OC(=O)c1ccc(O)cc1)c1ccccc1 (centres undefined)	6	7	-38	2.8	4	-6	8	-23	38
39	COC(=O)C(C(=O)OC)c1ncccc1[N+](=O)[O-]	-2	/	-3	-0.3	-1	-7	-20	7	13
40	CN(C)c1nc(N)c([N+](=O)[O-])c(NCCO)n1	5	3	-5	2.3	1	7	-1	-16	30
41	CCc1ccc(NC(=O)c2ccc3c(c2)C(=O)N(Cc2ccco2)C3=O)cc1	3	-6	-6	0.4	0	0	4	-5	68
42	Cc1cccc(C(=O)Nc2nnc(-c3ccc(C(C)(C)C)cc3)s2)c1	-1	-2	-14	-0.6	-5	19	1	-11	57
43	CCOC(=O)c1sc(Nc2nc3c(F)cccc3s2)cc1C	7	-1	-19	1.4	-2	-2	2	-5	38
44	CCCn1c(SCC(=O)Nc2ccc(OC)cc2)nnc1-c1ccncc1	0	1	1	-0.6	-7	13	0	-18	10
45	Cc1nc2ccc(Cc3ccc4nc(C)[nH]c4c3)cc2[nH]1	2	-3	-18	1.8	0	-13	4	11	20
46	COC(=O)N/N=C/c1ccc([N+](=O)[O-])s1	3	-3	2	0.7	0	13	7	-4	-57
47	COc1ccc(CCNC(=O)c2ccc(Cl)cc2Cl)cc1OC	7	3	-2	-1.4	0	-8	-3	-5	-4
48	COc1ccc(N2CCN(C(=O)c3ccc(N(C)S(=O)(=O)c4ccc(C)cc4)cc3)CC2)cc1	3	4	3	2.6	-4	0	2	8	25
49	CCOC(=O)c1ccc(-n2cncn2)nc1	8	-3	-3	-2.6	2	-24	-11	-6	16
50	O=C(O)c1ccccc1-c1cn2cc(Cl)ccc2n1	2	0	3	-1.4	6	-18	-5	-5	-8
51	COc1ccc(/C=N/NC(=S)NCC2CCCO2)cc1 (centres undefined)	-2	/	-5	-1.3	-2	2	-19	16	-7
52	COc1cc(/C=C/C(=O)OCC(=O)Nc2cc(C(F)(F)F)ccc2N2CCOCC2)ccc1O	4	4	-14	-0.4	1	-35	-3	-1	26
53	COc1cc(OC)c(C2=Nc3ccc(Br)cc3C(c3ccccc3)N2CC(=O)NN)cc1OC (centres undefined)	8	1	27	-0.1	5	-24	-27	1	3
54	COC(=O)CN(C)C1CC(=O)N(c2ccc(Cl)cc2)C1=O (centres undefined)	2	-1	-2	0.3	-4	-16	1	13	6
55	Cc1ccc(-n2c(O)c(C=NCc3ccccn3)c3ccccc3c2=O)cc1C	0	-2	-19	1.1	-2	-14	-6	-23	11
56	Cc1cc(C(=O)CN2C(=O)C(=O)N(Cc3ccccc3)C2=O)c(C)n1-c1ccccc1F	0	11	-18	13*	-1	-13	2	-23	44
57	COc1ccc(/C=C2\SC(=N)N(c3ccc(F)cc3)C2=O)cc1	3	-2	-25	2.1	-4	15	3	-11	38
58	COc1ccc(/C=N/NC(=O)C2c3ccccc3-c3ccccc32)cc1	7	-7	-4	0.9	-1	2	4	-24	80*
59	CCOCCCNC(=O)C1CCCN1S(=O)(=O)c1ccc(Cl)cc1 (centres undefined)	1	-1	-2	0.6	-1	10	21	3	16
60	CCOC(=O)c1[nH]c2ccc(F)cc2c1NC(=O)c1cc(OC)c(OC)c(OC)c1	4	-3	-15	2.2	0	-37	-14	-20	26

# 3 entries already listed, sorted by their value in CHOP inh, ascending.
cpd	canonical_smiles	CHOP inh
50	O=C(O)c1ccccc1-c1cn2cc(Cl)ccc2n1	-8
44	CCCn1c(SCC(=O)Nc2ccc(OC)cc2)nnc1-c1ccncc1	10
17	CC(Sc1nc2ccccc2s1)C(=O)NC1CCCc2ccccc21 (centres undefined)	37

# Other structures follow:
nr	Compound	BaF3 parental	NPY Y1 blocker	p47phox inh	S1P4 agonist	Ba/F3 V617F tox	NPY1 pot ag	NPY2 pot ag	S1P4 antag	CHOP inh
61	Cc1ccc(C(=O)N/C(=C\c2cn(C)c3ccccc23)C(=O)OCCN(C)C)cc1	-1	/	3	0.8	-3	8	-9	-12	7
62	O=[N+]([O-])c1ccccc1-n1cnc2ccccc21	7	9	-9	1.0	1	-1	3	-8	-20
63	Cc1nc(Nc2cccc(C(C)O)c2)c2nnn(Cc3ccc(F)cc3)c2n1 (centres undefined)	3	2	-5	-0.8	-1	13	3	-8	9
64	COc1ncccc1-c1nnn(-c2ccc(Cl)c(Cl)c2)n1	-1	3	2	-0.4	-6	7	-8	-5	13
65	Cc1ccc(NN2C(=O)C=C(c3ccc(Cl)cc3)C2=O)cc1	2	-3	-4	-2.6	-5	16	25	31*	108*
66	COC1=C(Nc2ccccc2)C(=O)c2ccccc2C1=O	4	0	12	2.0	-3	-21	-4	-21	31
67	Cc1ccc(C)c(S(=O)(=O)N2CCCOC2CNC(=O)C(=O)NCc2ccco2)c1 (centres undefined)	5	5	0	-0.8	3	15	-1	-18	12
68	Cc1cccc(C)c1NC(=O)C(NC(=O)c1ccccn1)c1ccccc1[N+](=O)[O-] (centres undefined)	6	-1	-13	-0.1	-3	8	-6	-11	22
69	CS(=O)(=O)N(CC(=O)N1CCN(c2ccccc2F)CC1)c1cc(C(F)(F)F)ccc1Cl	4	5	0	0.3	-2	10	-16	-10	57
70	CCCC(=O)OCC(=O)Nc1cc(C(C)(C)C)nn1-c1ccccc1	1	-5	-4	1.3	1	-6	6	-19	5
71	COc1cccc(OC)c1C(=O)N1CCN(S(=O)(=O)c2ccccc2)CC1	1	11	-2	0.8	-2	5	4	-10	-18
72	CCCc1cc(=O)oc2cc(C)c(CN3CCCC3)c(O)c12	4	-2	-12	-1.0	-5	27	16	-27	13
73	Cn1c(-c2cc3c(C(F)(F)F)nn(C)c3s2)n[nH]c1=S	2	8	-12	-2.6	-1	-26	1	-4	-6
74	CCOC(=O)C(=CNc1cc(C)ccc1[N+](=O)[O-])C(=O)OCC	-2	/	-10	0.9	-1	37	13	-1	1
75	COc1ccc(-c2csc(/C(C#N)=C/Nc3ccc4c(c3)OCCO4)n2)cc1	7	1	-153	3.4	-1	-2	7	-9	2
